# Screening data deposited in PubChem by several laboratories.
# DSG3 Ab inh = inhibitors of pemphigus antibody binding to DSG3, primary screen, biochemical, bead-based, flow cytometry, scFv-GFP; Desmoglein-3 (Homo sapiens), P32926; DSG3-coupled beads, scFv-anti-DSG3-GFP binding; active compounds read low; binding (percent of control), % at 10 µM; 310,000 tested, 0.48% active; AID 588358, 2011;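 active = binding more than 3 SD below its plate's average and above zero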;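 note: hits lower antibody fragment binding to DSG3; some compounds called inactive have numbers as strong as hits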
# HTR5A ag = HTR5A agonists in luminescence cell assay, primary screen, counter-screen for OPRM1-OPRD1 heterodimer agonist project, full-deck HTS. AID 504692, 2011. 340,000 tested, 0.61% active. cell-based. 5-hydroxytryptamine receptor 5A (Homo sapiens), P47898. activation, % at 9.3 µM; in the data active = activation mostly above about 9.5%, no sharp cut-off; inactive = mostly below about 7.6%;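 note: 0% = cells with vehicle only and 100% = reference agonist; strong numbers were not always called active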
# Arrestin-AP2 inh = inhibitors of beta-arrestin/AP2 binding, primary screen, biochemical, GPCR trafficking, flow cytometry; 340,000 tested, 0.31% active; beta-arrestin 1 C-terminal peptide binding to AP2 beta2-adaptin appendage (human); inhibition, % at 10 µM; FITC-arrestin peptide / GST-AP2 beads; AP2 beta2 appendage carries R879A mutation;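 active = inhibition above a set limit, near 3 SD of compounds lacking own fluorescence, cut at about 54% in these data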;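 note: plate controls were DMSO wells for no effect and 5 µM unlabelled arrestin peptide for full effect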
#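 System: GST-AP2 R879A bound to glutathione beads, E. coli-expressed. Also added: 50 nM FITC-arrestin peptide. Schedule: compound with beads 12 min RT, then probe 1 h RT. Signal: bead flow cytometry, FITC channel. Read-out basis: percent response.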
# OPRM1-OPRD1 inv = inverse agonists of MOR-DOR heterodimerization, primary screen, cell-based, luminescence. Mu-type opioid receptor (Homo sapiens) + Delta-type opioid receptor (Homo sapiens), …. cell-based MOR-DOR heterodimer luminescence, inverse agonism. inhibition, % at 9.3 µM. 340,000 tested, 0.21% active. AID 504357, 2011; in the data active = inhibition above about 22%, passing the limit was not always enough;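 note: 0% = cells with DMSO and 100% = wells without cells with DMSO; values of inactives mirror those of a sister screen read the other way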
# DAGLB inhibitor = DAGLB lipase inhibitors, primary screen, biochemical, fluorescence, HTS. Diacylglycerol lipase-beta (Homo sapiens), Q8NCG7. HEK293T DAGLB membrane lysate, EnzChek fluorogenic substrate. inhibition, % at 5.17 µM. 340,000 tested, 0.059% active. AID 504411, 2011; in the data active = inhibition above about 34%;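 note: 0% = enzyme with vehicle and 100% = wells lacking enzyme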
# Target sequence (Q8NCG7 whole entry, looked up): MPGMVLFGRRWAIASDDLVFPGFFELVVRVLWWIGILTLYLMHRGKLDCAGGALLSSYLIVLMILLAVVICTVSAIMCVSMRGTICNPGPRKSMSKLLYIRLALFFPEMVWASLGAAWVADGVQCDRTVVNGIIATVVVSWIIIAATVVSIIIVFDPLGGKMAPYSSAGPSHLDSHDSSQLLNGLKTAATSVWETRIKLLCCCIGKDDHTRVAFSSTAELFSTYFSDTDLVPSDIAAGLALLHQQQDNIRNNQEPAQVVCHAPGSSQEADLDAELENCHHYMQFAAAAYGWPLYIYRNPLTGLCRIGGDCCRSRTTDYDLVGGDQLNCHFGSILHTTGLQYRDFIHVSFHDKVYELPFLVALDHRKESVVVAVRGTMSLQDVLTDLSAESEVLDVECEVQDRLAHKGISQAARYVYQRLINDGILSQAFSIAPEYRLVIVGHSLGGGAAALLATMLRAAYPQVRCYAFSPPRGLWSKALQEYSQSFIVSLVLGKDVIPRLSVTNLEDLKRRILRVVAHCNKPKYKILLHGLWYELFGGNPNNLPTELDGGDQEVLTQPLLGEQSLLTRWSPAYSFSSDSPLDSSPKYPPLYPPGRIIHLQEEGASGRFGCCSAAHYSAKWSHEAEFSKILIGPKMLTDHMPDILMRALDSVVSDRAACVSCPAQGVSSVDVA
# HTR5A inv ag = HTR5A inverse agonists in luminescence cell assay, primary screen, counter-screen for OPRM1-OPRD1 heterodimer inverse agonist project, full-deck HTS | HTR5A cell line, inverse agonism | inhibition, % at 9.3 µM | 340,000 tested, 0.083% active; in the data active = inhibition mostly above about 23%, no sharp cut-off; inactive = mostly below about 18%;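 note: 0% = cells with DMSO and 100% = no-cell wells with DMSO; some compounds called inactive have numbers as strong as hits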
# V-ATPase pHluor = regulators of yeast V-ATPase proton pumping, primary screen, pHLuorin cytosolic pH fluorescence; S. cerevisiae; response, % at 10 µM; 350,000 tested, 0.37% active; AID 504577, 2011; in the data active = response mostly above about 7.3%, no sharp cut-off; inactive = mostly below about 5.4%; note: actives read high; inactives centre near 0; some compounds called inactive have numbers as strong as hits; reference of the scale not given here
# OPRM1-OPRD1 ag = agonists of OPRM1-OPRD1 heterodimerization, primary screen, cell-based, luminescence; Mu-type opioid receptor (Homo sapiens) + Delta-type opioid receptor (Homo sapiens), …; cells; activation, % at 9.3 µM; 340,000 tested, 0.3% active; AID 504326, 2011; in the data active = activation above about 18%;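 note: 0% = vehicle-treated cells and 100% = reference agonist; values of inactives mirror those of a sister screen read the other way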
# PKA-R1A act = activators of PKA-R1A holoenzyme, primary screen, biochemical, fluorescence polarization, Cy5-IP20, bovine R1A, mouse PKAc | PKA-R1A dissociation; scaled: DMSO 0%, 113 µM cGMP 100% | activation, % at 11.4 µM | 340,000 tested, 0.083% active;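 active = percent activation above the mean of all tested compounds plus 3 SD, cut at about 19% in these data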;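 note: higher means more PKAc released from R1A so a rise in polarization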
# PKA-R2B act = activators of PKA-R2B holoenzyme, primary screen, biochemical, fluorescence polarization, Cy5-IP20, human. cAMP-dependent protein kinase catalytic subunit beta (Homo sapiens) + cAMP-dependent …. PKA-R2B holoenzyme dissociation; R2B truncated from residue 108, S112A mutant; 0% DMSO only, 100% 113 µM cGMP. activation, % at 11.4 µM. 340,000 tested, 0.079% active;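 active = activation above a cutoff set at the mean over all compounds plus 3 SD, cut at about 18% in these data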;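 note: higher means more holoenzyme dissociation and a rise in polarization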
# Active calls of the source: *; nt = no result given.
SMILES,DSG3 Ab inh,HTR5A ag,Arrestin-AP2 inh,OPRM1-OPRD1 inv,DAGLB inhibitor,HTR5A inv ag,V-ATPase pHluor,OPRM1-OPRD1 ag,PKA-R1A act,PKA-R2B act
O=C(COC(=O)c1cc(-c2cccc3ccccc23)nc2ccccc12)NC1CCS(=O)(=O)C1 (stereo unspecified),83,5,-4,-1,-1,-16,-3,0.3,-11,-5
N#Cc1cc(-c2ccccc2)cnc1Cl,103,3,7,2,-4,11,6,-0.4,-3,5
CN(CC(=O)NCc1ccc(F)cc1)S(=O)(=O)c1ccc2c(c1)n(C)c(=O)c(=O)n2C,101,1,5,19,-5,18,6,-3.6,-8,0
CC1CCN(c2ccc(C(=O)NCc3ccc4c(c3)OCO4)cc2[N+](=O)[O-])CC1,99,0,-4,2,2,1,3,-0.3,0,1
CCOc1cc(N2CCOCC2)c(OCC)cc1NC(=O)CN1C(=O)C2C3C=CC(C3)C2C1=O (stereo unspecified),101,0,-15,12,1,1,-3,-2.6,-6,-2
O=C(c1ccccc1[N+](=O)[O-])N1CCCC(C(=O)N2CCCCCC2)C1 (stereo unspecified),118,-4,-1,14,0,13,-1,-2.9,9,1
Cc1ccc(S(=O)(=O)N(C)C)cc1NC(=O)COC(=O)c1cccs1,95,nt,nt,nt,0,nt,-3,nt,-4,-2
O=C(Nc1ccccc1F)c1cc2nc(C(F)F)cc(C(F)F)n2n1,109,-3,4,-6,-7,0,3,1.3,2,-10
CCCCN(C(=O)c1ccccc1F)c1c(N)n(CCC)c(=O)[nH]c1=O,103,-1,0,12,1,1,2,-2.0,-1,2
Cc1c(C(=O)NCC2CCCO2)oc2ccc(S(=O)(=O)N3CCCCC3)cc12 (stereo unspecified),100,-3,6,3,2,8,-5,-0.6,0,-10
Cc1ccc(-c2csc(N(CCc3ccccc3)C(=O)COc3ccccc3)n2)cc1,95,-1,-4,6,-3,-1,-1,-1.2,-7,3
COc1ccc(-c2cc(C(=O)OCC(=O)NC(C)(C)C)c3ccccc3n2)cc1,104,6,-5,3,-8,-15,0,-0.7,2,-2

# 7 structures out of the list, arranged by molecular weight, smallest number first:
SMILES,DSG3 Ab inh,HTR5A ag,Arrestin-AP2 inh,OPRM1-OPRD1 inv,DAGLB inhibitor,HTR5A inv ag,V-ATPase pHluor,OPRM1-OPRD1 ag,PKA-R1A act,PKA-R2B act
N#Cc1cc(-c2ccccc2)cnc1Cl,103,3,7,2,-4,11,6,-0.4,-3,5
O=C(Nc1ccccc1F)c1cc2nc(C(F)F)cc(C(F)F)n2n1,109,-3,4,-6,-7,0,3,1.3,2,-10
O=C(c1ccccc1[N+](=O)[O-])N1CCCC(C(=O)N2CCCCCC2)C1 (stereo unspecified),118,-4,-1,14,0,13,-1,-2.9,9,1
COc1ccc(-c2cc(C(=O)OCC(=O)NC(C)(C)C)c3ccccc3n2)cc1,104,6,-5,3,-8,-15,0,-0.7,2,-2
Cc1ccc(-c2csc(N(CCc3ccccc3)C(=O)COc3ccccc3)n2)cc1,95,-1,-4,6,-3,-1,-1,-1.2,-7,3
CN(CC(=O)NCc1ccc(F)cc1)S(=O)(=O)c1ccc2c(c1)n(C)c(=O)c(=O)n2C,101,1,5,19,-5,18,6,-3.6,-8,0
CCOc1cc(N2CCOCC2)c(OCC)cc1NC(=O)CN1C(=O)C2C3C=CC(C3)C2C1=O (stereo unspecified),101,0,-15,12,1,1,-3,-2.6,-6,-2

# Continued.
SMILES,DSG3 Ab inh,HTR5A ag,Arrestin-AP2 inh,OPRM1-OPRD1 inv,DAGLB inhibitor,HTR5A inv ag,V-ATPase pHluor,OPRM1-OPRD1 ag,PKA-R1A act,PKA-R2B act
CC(C)(C)[C@H]1C=C(C(=O)N2CCN(Cc3ccc4c(c3)OCO4)CC2)O[C@@H](OCc2ccc(CO)cc2)C1,108,-1,18,8,-2,-37,-2,-1.4,2,-4
CCCCn1c(CCc2ccccc2)nc2cc3[nH]c(=O)c(C(C)C)nc3cc21,nt,1,11,-68,3,0,-2,12,-6,0
COc1ccc(C(=O)NCc2nnc(SCC(=O)NCc3ccco3)o2)cc1,101,1,1,10,0,0,-2,-1.9,-1,-2
CCCNC(=O)C(=O)NCCC1=CCCCC1,104,6,13,16,-2,-14,-6,-3.3,-8,-3
Cc1ccc(-c2nn(-c3ccccc3)cc2C(=O)N2CCOCC2)cc1C,97,0,-7,16,0,0,-1,-2.8,-9,-7
O=C(CNC(=O)c1ccc(Cl)cc1Cl)OCc1nnc(-c2ccccc2)o1,101,7,-4,17,-4,-20,-3,-2.6,-6,3
O=C(NC1CC2CCC(C1)N2C(=O)NC1CCCCC1)NC12CC3CC(CC(C3)C1)C2 (stereo unspecified),nt,-1,2,5,-1,4,-5,-0.8,-2,-5
COc1cc2c(cc1OC)C(C)N(C(=O)CCc1c[nH]c3ccccc13)CC2 (stereo unspecified),95,4,4,13,0,-14,4,-2.6,1,-3
C/C(=N\Nc1nc(N2CCOCC2)nc(N2CCOCC2)n1)c1cccc([N+](=O)[O-])c1,99,-1,5,13,0,3,-1,-2.4,-1,-8
CCc1cccc2c1NC(=O)C2=O,119,-3,15,61*,3,14,-1,-12,-11,-6
CC1(C)Cc2c(c(N3CCCC3)nc3sc4c(N5CCN(CCO)CC5)ncnc4c23)CO1,127,-1,-11,4,3,5,-1,-0.8,6,12
CCc1ccc(-c2nc(C(N)=O)c3[nH]c(=O)n(-c4ccccc4OC)c3n2)cc1,98,-7,12,-24,2,17,0,4.3,-5,-8
Cc1occc1-c1nnc(SCC(=O)NC2CCCC2)n1C,106,6,-2,-18,1,-17,3,2.6,2,-2
O=C(/C=C/c1ccc(OCCCF)cc1)Nc1ccnc(-c2ccncc2)n1,100,5,-10,2,-3,16,1,-0.3,-6,-18
CCCc1nc2oc3c(NCCOCCO)ncnc3c2c2c1COC(C)(C)C2,103,-1,-1,10,1,-14,-3,-2.0,-4,0
CN(Cc1cnn(Cc2ccccc2)c1)C(=O)c1cccc(S(=O)(=O)N2CCOCC2)c1,99,4,21,8,0,-10,11,-1.9,-4,-6
CCOC(=O)N1CCN(C(=O)CNC(=O)Cn2cnc3ccccc3c2=O)CC1,107,0,7,14,2,0,-8,-2.6,0,-7
CC(OC(=O)COc1ccc(C#N)cc1)C(=O)Nc1ccc(Cl)cn1 (stereo unspecified),100,2,-12,12,-2,-6,-1,-1.9,-5,-3
CCOC(=O)c1[nH]c2cc3c(cc2c1NC(=O)CN1CC(C)CC(C)C1)OCO3 (stereo unspecified),102,4,-4,-3,-1,10,-1,0.6,-6,-1
COc1cc(/C=N/NC(=O)c2cccc([N+](=O)[O-])c2)ccc1OCc1ccccc1,99,4,12,-17,-1,-22,2,3.0,-5,-9
Cc1ccc(OCC(=O)N2N=C(C(F)(F)F)CC2(O)C(C)(C)C)cc1C (stereo unspecified),101,5,-6,-62,-18,-17,-1,12,2,2
CCCCn1c(=O)[nH]c(=O)c2c1nc(-c1cc(Br)ccc1OC)n2C,91,-1,2,16,-1,6,3,-2.5,-3,-10
COC(=O)C1=C(C)N=c2s/c(=C/c3cccs3)c(=O)n2C1c1ccc(F)cc1 (stereo unspecified),97,1,3,-4,-7,3,-1,0.7,5,-3
CCOc1ccccc1NC(=O)CCNC(=O)c1ccco1,nt,6,2,12,1,-18,-2,-1.8,-6,-3
CC(=O)c1c(C)[nH]c(C(=O)NCc2ccc(F)cc2)c1C,93,1,53,8,-1,-2,1,-1.5,-4,8
Cc1ccc(C(=O)NCCCn2ccnc2)cc1[N+](=O)[O-],101,0,5,-21,-1,-2,0,3.6,-12,-8
O=C(Nc1ccc(-c2ccccc2)cc1)c1ccc2c(c1)S(=O)(=O)c1ccccc1C2=O,99,12,3,-18,-1,-32,-7,3.1,9,-7
CCC1Oc2ccccc2N(CC(=O)NCCN2CCCC2)C1=O (stereo unspecified),102,-3,1,1,-1,-3,1,-0.2,-7,-5
CCOC(=O)C1CCCCN1Cc1ccc(OC)c(OC)c1 (stereo unspecified),97,3,-1,13,0,-8,0,-2.5,-14,-3
Cn1c(-c2cccc(Br)c2)cnc1NCc1ccccc1O,113,-1,31,14,-2,4,2,-2.9,-7,-7
COc1ccc(CC2(CO)CCN(Cc3cccc4nccnc34)CC2)cc1,109,-1,2,17,3,4,2,-3.3,4,2
CC1CN(C(=S)NC(=O)c2ccc(Cl)cc2)CC(C)O1 (stereo unspecified),nt,1,-18,15,0,-48,4,-2.9,9,-4
OCCN1CCN(C(=S)NCCc2ccccc2)CC1,nt,-3,2,11,0,-20,-2,-2.0,-7,-1
COc1ccc(-c2nc(-c3cccnc3)no2)cc1OC,111,7,21,11,-2,-19,2,-2.2,1,-13
Nc1nc(SCc2ccc(Cl)cc2)ns1,101,4,1,-8,1,-14,2,1.5,-13,6
COc1ccc(CNc2nc3ccccc3n2C)c(O)c1,98,1,12,0,2,-4,-1,-0.1,-10,3
